# Screening results (PubChem BioAssay)
# Furin inh = blocks human furin protease activity | P09958 | purified furin, fluorogenic substrate cleavage | inhibition, % at 30 µM | actives 0.061% (n = 220,000); in the data active = inhibition above about 25%; also: inactives centre near -15
# TRPML3 ag = agonists of human TRPML3 channel; Q8TDD5; HEK293 TRPML3-YFP, Fluo-8 calcium fluorescence; 100% = the carbachol control signal; activation, % at 3 µM; actives 0.29% (n = 220,000);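 active = activation above its plate's cutoff, the mean activation of the plate's test wells plus 3 SD, cut at about 12% in these data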;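 also: 0% = DMSO only wells and 100% = carbachol wells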
# Target sequence (Q8TDD5 whole entry, looked up): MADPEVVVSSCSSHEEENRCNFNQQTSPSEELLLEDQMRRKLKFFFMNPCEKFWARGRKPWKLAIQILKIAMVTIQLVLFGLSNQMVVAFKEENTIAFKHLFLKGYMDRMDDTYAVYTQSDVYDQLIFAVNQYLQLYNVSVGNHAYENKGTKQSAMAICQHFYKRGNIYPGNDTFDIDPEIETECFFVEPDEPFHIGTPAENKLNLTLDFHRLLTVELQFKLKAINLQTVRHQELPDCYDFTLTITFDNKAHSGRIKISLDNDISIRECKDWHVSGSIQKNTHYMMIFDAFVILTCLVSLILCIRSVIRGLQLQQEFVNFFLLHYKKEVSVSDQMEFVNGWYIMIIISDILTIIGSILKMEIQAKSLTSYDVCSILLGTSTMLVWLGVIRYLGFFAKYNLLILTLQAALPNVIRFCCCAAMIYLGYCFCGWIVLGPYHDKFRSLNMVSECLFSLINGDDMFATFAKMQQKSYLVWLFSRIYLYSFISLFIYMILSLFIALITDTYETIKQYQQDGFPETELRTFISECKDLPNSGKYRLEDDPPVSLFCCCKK
#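 Test system – HEK293 line with stable expression of human TRPML3-YFP channel · Control set – carbachol 87 µM final as high control (100%), DMSO as low control (0%) · Signal – Fluo-8 calcium dye fluorescence, ex 470-495, em 515-575 nm · Incubation – 1-h 37 °C dye load, 5-s basal, 120-s post-compound reads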
# Calpain2 inh = blocks pig calpain II enzyme activity | purified calpain II, fluorogenic peptide substrate, 30 min | inhibition, % at 16 µM | actives 0.37% (n = 220,000) | AID 1236;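 active = inhibition above about 50%, limit read from the data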
# thrombin 1536 = thrombin (human) inhibition; P00734; alpha-thrombin, Boc-VPR-AMC fluorogenic substrate cleavage; inhibition, % at 5 µM; actives 0.26% (n = 220,000);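 active = inhibition at or above 40%; inactive = inhibition below 40%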;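 also: 0% = enzyme with no compound and 100% = wells without enzyme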
#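 Material: human alpha-thrombin protein; Also added: Boc-VPR-AMC substrate, 15 µM final; Timing: enzyme reaction carried out at room temperature; Signal: fluorescence, ex 355 nm, em 460 nm; Measure: % inhibition of thrombin; Controls: enzyme without compound as high, wells lacking enzyme as low.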
# KCC2 mod = modulators of human KCC2 chloride dependent transport | Q9H2X9 | KCC2 cells, thallium flux FluoZin-2 fluorescence | B-score of Tl+ flux slope (higher = more flux/activation; lower = inhibition) at 10 µM | actives 2.2% (n = 190,000);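 active = thallium flux slope and its plate-corrected score both differing from the plate sample mean at a set confidence after two filtering rounds, in either direction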;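 also: slope of fluorescence scaled to starting intensity during 10 to 20 s after thallium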
# PPC-1+TRAIL kill = compounds killing PPC-1 cancer cells with TRAIL present (potentiator screen, no TRAIL-free arm). PPC-1 cells + TRAIL, ATPLite viability luminescence. cell killing (% activity), % at 4 µM. actives 0.41% (n = 220,000). AID 1443;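 active = cell killing above 50% in the first pass at 4 µM, then a duplicate retest at 5 µM averaging 50% or more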;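 also: plate controls were cells with TRAIL plus DMSO for no effect and medium-only wells lacking cells for full effect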
# TbHK1 inh = blocks Trypanosoma brucei hexokinase 1 activity | recombinant TbHK1, G6PDH-coupled NADH A340 | inhibition, % at 10 µM | actives 0.11% (n = 220,000) | AID 1430;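 active = inhibition of 50% or more in the single-dose primary screen; inactive = inhibition below 50%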
# EBV gp42 block = EBV gp42 inhibition. Fluorescence polarization binding assay, mP read-out. actives 0.42% (n = 220,000). inhibition, % (tested at 21.74 µM). Q1HVG2; in the data active = inhibition above about 50%
# Target sequence (Q1HVG2 whole entry, looked up): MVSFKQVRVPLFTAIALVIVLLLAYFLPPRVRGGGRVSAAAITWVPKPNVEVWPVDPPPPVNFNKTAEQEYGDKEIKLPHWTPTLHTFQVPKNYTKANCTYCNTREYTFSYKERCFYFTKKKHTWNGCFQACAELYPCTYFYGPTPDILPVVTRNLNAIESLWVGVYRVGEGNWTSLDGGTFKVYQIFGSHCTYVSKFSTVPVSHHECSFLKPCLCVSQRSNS
# zfTRPN1 agonist = zebrafish TRPN1 (NompC) channel agonism | actives 0.18% (n = 220,000) | AID 1424 | activation, % at 3 µM | HEK293 zebrafish TRPN1-YFP, Fluo-8 calcium fluorescence; 100% = response to 87 µM carbachol;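 active = activation above its plate's cutoff, the mean activation of test wells on that plate plus 3 SD, cut at about 19% in these data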;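 also: 0% = DMSO alone and 100% = 87 µM carbachol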
#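 Control set: carbachol 87 µM as high control, DMSO as low control; system: HEK293 stable line with zebrafish TRPN1-YFP; read-out: % activation versus carbachol response; detection: intracellular calcium fluorescence with Fluo-8; doses: single test compound dose, 3 µM nominal, 0.3% DMSO; schedule: dye 1 h 37 °C plus 30 min RT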
# * = called active by the depositor; i = inactive; / = not tested or not shown; [ ] = remark or other dose. Not a hit list (roughly 3.6% active in at least one column).
SMILES,Furin inh,TRPML3 ag,Calpain2 inh,thrombin 1536,KCC2 mod,PPC-1+TRAIL kill,TbHK1 inh,EBV gp42 block,zfTRPN1 agonist
COc1ccc(C(=O)NCCn2cc(SCC(=O)NCc3ccco3)c3ccccc32)cc1,-12,-2.1,-42,-1,/,-25,-7,-12,-0.3
N#Cc1ccc(Oc2ccc(/C=N/O)cn2)cc1,-11[20 µM],0.8,-26,-20,/,13,-1,-8,0.8
Nc1ccc2nc(-c3ccc(Cl)cc3)[nH]c2c1,-10,/,-491,-30,0.65,45,-38,-11,/
C=CCn1c(SCc2c(C)noc2C)nc2cc(C(=O)O)ccc2c1=O,-17,-0.1,-6,46*,-0.57,/,-1,3,0.1
O=C(CCl)NC1(C(F)(F)F)C(=O)Nc2c1c(=O)[nH]c(=O)n2-c1ccccc1 (centres undefined),-16,0.5,-21,2,0.52,-8,-5,-4,3.4
C/C(=N/NC(=O)OC(C)(C)C)c1ccco1,-27,0.1,-16,-5,0.3,-4,-7,1,1.2
CCOc1ccc(C(=O)OCCN(C)C)cc1,-7[20 µM],1.1,23,3,-0.3,-5,-3,2,0.0
O=C1CC(=O)N(CCc2ccccc2)C(=O)N1CCc1ccccc1,-19[20 µM],0.2,-24,-1,-1.8,-6,2,-19,1.8
O=C(CSc1nccn1-c1cccc(Cl)c1)NO,-3,0.5,6,7,0.48,32,11,3,1.8
O=C(C1CCC1)N(CCc1ccccc1)Cc1nc2ccccc2c(=O)[nH]1,-21,-1.4,21,-8,-1.2,1,2,-3,-0.7
CC/C=C/C(=O)N1CC2(CC(c3cccc(NC(=O)CCCCC)c3)=NO2)C[C@H]1C(N)=O (some centres undefined),1,/,35,-2,0.22,24,1,7,/
CCCOc1cccc(C2/C(=C(/O)c3ccc(F)cc3)C(=O)C(=O)N2CCN(C)C)c1 (centres undefined),-17,0.0,24,1,-1.2,15,-19,-18,0.8
O=C1NC(=O)C2(COC(c3ccncc3)OC2)S1 (centres undefined),-6,1.2,-4,-7,0.12,26,43,0,-0.6
CN(C)S(=O)(=O)c1ccc(C(=O)NC(=O)CSc2ccccc2)cc1,-21,0.7,-12,-6,-0.75,10,-2,17,0.5
C=C(C)C(=O)N1CC2(CC(c3cccc(NC(=O)/C(C)=C\C)c3)=NO2)C[C@H]1C(N)=O (some centres undefined),-23,/,-30,-6,-0.21,8,-3,-7,/
COc1cccc(C2C=C(c3cccs3)Nc3ncnn32)c1OC (centres undefined),-4,0.8,-332,-4,-0.45,32,-18,-6,0.6
Cc1ccc(C(=O)COc2ccccc2N2C(=O)c3ccccc3C2=O)cc1,-23,0.8,-14,-6,-0.12,20,3,-14,0.6
CC1C=CCC2C(=O)N(c3ccc(OC(=O)c4ccco4)cc3)C(=O)C12 (centres undefined),-1,-0.4,4,0,-1.2,28,-1,6,1.0
NS(=O)(=O)c1cccc(NC(=O)CCS(=O)(=O)c2ccc(Cl)cc2)c1,-7,0.1,-18,-6,-0.029,18,2,3,-0.1
CCOC(=O)c1ccc(CSc2ncn[nH]2)o1,-11[20 µM],-0.1,-11,-9,-0.72,6,-3,5,0.8
Cc1nc(NS(=O)(=O)c2ccccc2C)c2c3c(sc2n1)CCC3,1[20 µM],0.7,-51,-1,-0.9,-11,-5,8,0.8
COc1ccc(NC(C)=O)cc1NC(C)C(=O)Nc1cccc2ccccc12 (centres undefined),-12[20 µM],-0.5,6,-2,-0.12,11,-2,-13,0.3
O=C(COc1cccc(F)c1)N1c2ccccc2Sc2ccccc21,-20,0.7,16,-3,-1.3,20,-3,-10,-1.4
CCOc1cc2[nH]c(=S)n(CCN3CCCCC3CC)c(=O)c2cc1OCC (centres undefined),-1[20 µM],0.3,-29,0,0.68,19,-9,1,-0.5
COC(=O)C1=C(C)N(Cc2ccco2)C(=O)/C1=C\c1ccc([N+](=O)[O-])cc1,-22,1.6,-15,-2,0.0096,-1,-5,4,2.8
Cc1ccc(N/C(SCc2ccccc2C)=C(/C#N)C(=O)NCc2ccco2)cc1C,-6[20 µM],2.1,35,-15,0.88,-1,-3,-9,0.6
COc1ccccc1OCC(=O)Nc1ccc(-c2nnc(-c3ccco3)o2)cc1,-9,0.6,-59,-4,/,/,-21,-17,0.8
Cc1[nH]c2c(C)cccc2c(=O)c1Br,-20,1.1,-3,4,0.55,20,-8,-55,-0.9
COc1cc(NC(=O)COn2nnc3ccc(S(C)(=O)=O)cc32)cc(OC)c1,-15,0.4,24,-10,0.39,2,4,0,1.3
COc1ccc(CCN=C(N)NS(=O)(=O)c2cccs2)cc1OC,-8,0.0,15,-1,0.083,12,3,-2,1.3
O=c1[nH][nH]c(C(F)(F)F)c1C=NCc1ccccc1Cl,-7[20 µM],0.1,-23,-1,-0.1,-7,14,-2,-0.9
CN(C)c1ccc(N/C=C/C(=O)c2ccco2)cc1,-25[20 µM],0.8,27,-17,/,25,-27,-15,0.0
COc1ccc(OC)c(S(=O)(=O)Nc2ccc(C(N)=O)cc2)c1,-16[20 µM],0.8,1,-5,0.12,-4,-1,-5,0.3
O=C(Cn1cnc2c(nnn2-c2ccccc2)c1=O)NCc1ccco1,-28,1.1,-37,-1,-1.3,18,-2,5,-0.5
COc1ccc(CN(CC(=O)NC2CCCC2)C(=O)c2ccc(-c3ccccc3)[nH]2)cc1,-12,-0.9,8,-10,-4,-3,1,-9,-2.7
Cc1cc(C)c2cc(CN(CCN3CCCC3)C(=O)Nc3ccc(F)cc3)c(=O)[nH]c2c1,-9,1.1,-8,3,/,17,-9,-14,1.3
Cc1oc(-c2ccccc2)cc1C(=O)NCc1ccncc1,-26,0.1,-14,-1,-0.52,-16,-8,-15,0.9
O=C(CSc1nnc(-c2cccs2)n1-c1ccccc1)NCc1ccco1,-25[20 µM],0.3,-5,1,/,-30,5,1,1.0
COC(=O)c1ccc(OC(=O)C2CC(=O)N(c3ccc(C)cc3C)C2)cc1 (centres undefined),-15[20 µM],0.8,-38,-6,/,-13,-7,-6,-0.5
O=C(Nc1cccc(O)c1)c1ccc(C(F)(F)F)cc1,-8,-0.4,9,-2,0.3,16,6,-3,-0.1

# Taken from above:
# Furin inh, Cc1cc(C)c2cc(CN(CCN3CCCC3)C(=O)Nc3ccc(F)cc3)c(=O)[nH]c2c1 = -9
# TRPML3 ag, Cc1nc(NS(=O)(=O)c2ccccc2C)c2c3c(sc2n1)CCC3 = 0.7
# thrombin 1536, COc1ccc(CN(CC(=O)NC2CCCC2)C(=O)c2ccc(-c3ccccc3)[nH]2)cc1 = -10
# EBV gp42 block, Cc1ccc(N/C(SCc2ccccc2C)=C(/C#N)C(=O)NCc2ccco2)cc1C = -9
# Furin inh, O=c1[nH][nH]c(C(F)(F)F)c1C=NCc1ccccc1Cl = -7[20 µM]

# New compounds follow
SMILES,Furin inh,TRPML3 ag,Calpain2 inh,thrombin 1536,KCC2 mod,PPC-1+TRAIL kill,TbHK1 inh,EBV gp42 block,zfTRPN1 agonist
Cc1cc(C)nc(NS(=O)(=O)c2ccc(NC(=O)Cc3ccccc3)cc2)n1,-24,0.6,-11,-7,0.23,23,-1,-10,1.4
CCOc1ccc(C(O)Cc2nc3ccccc3n2C)cc1 (centres undefined),-32[20 µM],0.5,29,-7,0.87,27,1,-1,-1.2
COc1ccc(CCNC(=O)c2cc3c(=O)n(C)c4ccccc4c3n2C)c(OC)c1,-18,0.6,-26,-4,-1,-4,-15,-5,1.3
O=C(N/N=C/c1ccc(N2CCOCC2)o1)c1cccc(C(F)(F)F)c1,-8[20 µM],0.1,-4,4,-1,17,-12,-31,0.8
Cc1cccc(C(=O)Nc2nnc(-c3ccc(C(C)(C)C)cc3)s2)c1,0[20 µM],0.4,-40,-1,0.34,10,-5,-22,-1.0
O=C1CSC(=O)N1CCOCCN1C(=O)CSC1=O,-20,0.8,14,-2,-0.21,8,3,6,-1.4
CCOC(=O)C1CCCN(c2c(NCCCN(CC)c3ccccc3)c(=O)c2=O)C1 (centres undefined),-23,-0.6,-36,-2,4.6*,-24,-2,-6,-0.3
Cc1cc(C)c(C#N)c(SCc2nc3ccccc3c(=O)[nH]2)n1,-24,1.0,15,2,0.38,80*[5 µM],9,-3,0.2
CCOc1ccccc1NC(=O)N1CCCC(c2nc3c(nnn3Cc3ccc(C)cc3)c(=O)[nH]2)C1 (centres undefined),-18,-0.2,-85,5,/,-1,5,-2,-0.3
Cc1ccc(C(=O)Nc2ccc3nc(C)sc3c2)s1,-6[20 µM],-0.1,9,-3,/,29,-2,1,-0.1
CC(C)CCN1CCN(C2CSCCSC2)CC1CCO (centres undefined),-14,1.4,-32,-8,-0.38,-2,-14,3,0.7
CCN(CC)S(=O)(=O)c1cccc(C(=O)NCCCN2CCOCC2)c1,-14,0.4,18,-20,0.25,2,-7,14,-0.3
COc1nc(C)nc2c1sc(=S)n2C,-14,0.9,-25,-2,/,24,-24,-18,0.3
COc1ccc(C2C=C(c3ccc(C)c(C)c3)Nc3ncnn32)c(OC)c1OC (centres undefined),-11,0.0,-82,6,/,-20,-5,0,0.1
CC1CCCC(C)N1CC(O)COc1c(F)cc(Br)cc1F (centres undefined),-26,0.7,-19,-4,0.94,4,2,-2,0.6
Cc1ccc(N2CC(C(=O)NCCc3ccc(S(N)(=O)=O)cc3)CC2=O)cc1 (centres undefined),-19[20 µM],0.4,-26,0,/,10,-3,-24,1.9
Cc1cc2n(n1)C(c1cn(-c3ccccc3)nc1C)Nc1ccccc1-2 (centres undefined),-12,0.1,-73,0,0.24,3,-2,8,-0.1
CCOC(=O)c1c(-c2cccs2)csc1NC(=O)c1ccncc1,-34,0.0,i,-4,-0.49,-3,-8,-7,0.0

# 3 entries from above, sorted by molar mass, descending.
SMILES,Furin inh,TRPML3 ag,Calpain2 inh,thrombin 1536,KCC2 mod,PPC-1+TRAIL kill,TbHK1 inh,EBV gp42 block,zfTRPN1 agonist
COc1ccc(CCNC(=O)c2cc3c(=O)n(C)c4ccccc4c3n2C)c(OC)c1,-18,0.6,-26,-4,-1,-4,-15,-5,1.3
O=C(N/N=C/c1ccc(N2CCOCC2)o1)c1cccc(C(F)(F)F)c1,-8[20 µM],0.1,-4,4,-1,17,-12,-31,0.8
Cc1cc(C)c(C#N)c(SCc2nc3ccccc3c(=O)[nH]2)n1,-24,1.0,15,2,0.38,80*[5 µM],9,-3,0.2

# No new results follow: entries from further up.
SMILES,Furin inh,TRPML3 ag,Calpain2 inh,thrombin 1536,KCC2 mod,PPC-1+TRAIL kill,TbHK1 inh,EBV gp42 block,zfTRPN1 agonist
CCN(CC)S(=O)(=O)c1cccc(C(=O)NCCCN2CCOCC2)c1,-14,0.4,18,-20,0.25,2,-7,14,-0.3
COc1nc(C)nc2c1sc(=S)n2C,-14,0.9,-25,-2,/,24,-24,-18,0.3
COc1ccc(C2C=C(c3ccc(C)c(C)c3)Nc3ncnn32)c(OC)c1OC (centres undefined),-11,0.0,-82,6,/,-20,-5,0,0.1
